# Compound activity: PubChem BioAssay, several laboratories
# Runt-SMMHC FRET – blocks binding of human RUNX1 Runt domain to CBFb-SMMHC; Q01196+Q13951; Cerulean-Runt/Venus-CBFb-SMMHC FRET ratio 530/480, 1 h; inhibition, % at 20 µM; 220,000 compounds, 0.74% hits;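 active = mean inhibition across duplicate retests at 20 µM reaching about 50%, limit read from the data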;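 also: 0% = DMSO wells and 100% = wells with excess untagged CBFb-SMMHC; inhibitors lower the FRET ratio by blocking Runt binding to CBFb-SMMHC; some results filed as inactive read as strong as hits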
# Tb hexokinase – blocks Trypanosoma brucei hexokinase 1 activity. 220,000 compounds, 0.11% hits. recombinant TbHK1, G6PDH-coupled NADH A340. inhibition, % at 10 µM. AID 1430;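 active = inhibition of 50% or more in the single-dose primary screen; inactive = inhibition below 50%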
# Hck-Nef inh – blocks Nef-activated human Hck kinase; Recombinant Hck-YEEI plus Nef, Z-Lyte FRET kinase assay; inhibition, % at 20 µM; 220,000 compounds, 0.68% hits;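 active = Hck-Nef kinase inhibition above about 50%, limit read from the data; inactive = inhibition below that limit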;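 also: 0% = DMSO with Hck plus Nef and 100% = Hck alone without Nef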
# Target sequence (P08631 whole entry, looked up): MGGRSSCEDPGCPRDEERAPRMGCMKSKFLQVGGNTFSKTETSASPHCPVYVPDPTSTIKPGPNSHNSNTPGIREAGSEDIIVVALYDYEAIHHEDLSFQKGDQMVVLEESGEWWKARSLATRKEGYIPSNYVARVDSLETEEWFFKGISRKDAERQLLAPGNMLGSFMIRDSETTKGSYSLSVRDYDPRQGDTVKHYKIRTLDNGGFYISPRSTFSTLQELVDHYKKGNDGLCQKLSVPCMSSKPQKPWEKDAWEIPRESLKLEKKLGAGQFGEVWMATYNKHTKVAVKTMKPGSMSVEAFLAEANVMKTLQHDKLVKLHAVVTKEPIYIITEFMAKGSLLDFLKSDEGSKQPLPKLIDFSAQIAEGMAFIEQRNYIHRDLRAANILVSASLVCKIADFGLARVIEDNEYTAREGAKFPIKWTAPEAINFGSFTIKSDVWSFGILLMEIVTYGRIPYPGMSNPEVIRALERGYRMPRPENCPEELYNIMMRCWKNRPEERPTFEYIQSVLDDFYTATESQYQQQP
# EBV gp42 block – inhibitors of Epstein-Barr virus glycoprotein 42 | 220,000 compounds, 0.42% hits | inhibition, % (tested at 21.74 µM) | Q1HVG2 | Fluorescence polarization binding assay, mP read-out; in the data active = inhibition above about 50%
# Runt-CBFb FRET – Runt domain-CBFb interaction inhibition; Cerulean-Runt/Venus-CBFb FRET ratio 530/480, 1 h; inhibition, % at 20 µM; 220,000 compounds, 0.46% hits; AID 1496;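 active = inhibition over about 50% at 20 µM in the single-dose screen, limit read from the data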;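 also: 0% = DMSO wells and 100% = excess unlabeled CBFb competitor control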
#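 Assay system: Cerulean-tagged RUNX1 Runt domain (FRET donor) fusion protein / Amount: 100 nM each of Venus-CBFb and Cerulean-Runt domain / Medium: Tris buffer pH 7.5 with salts and BSA / Also added: Venus-CBFb 100 nM / Schedule: 1 h complex formation plus 1 h compound treatment, room temperature / Signal: FRET fluorescence / Read-out: loss of energy transfer signal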
# MDM2 E3 inh – inhibitors of human Mdm2 E3 ubiquitin ligase | Q00987 | cell-based MDM2 ubiquitination luciferase reporter, 2 h; 0 = plate control, 100 = twice control, blank-subtracted | signal enhancement, % at 5 µM | 210,000 compounds, 0.11% hits;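 active = signal enhancement of 30% or more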;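 also: luminescence tracks abundance of the self-degrading MDM2-luciferase fusion protein; higher signal means inhibition of MDM2 E3 ligase activity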
# Target sequence (Q00987 whole entry, looked up, the tested form may be a part): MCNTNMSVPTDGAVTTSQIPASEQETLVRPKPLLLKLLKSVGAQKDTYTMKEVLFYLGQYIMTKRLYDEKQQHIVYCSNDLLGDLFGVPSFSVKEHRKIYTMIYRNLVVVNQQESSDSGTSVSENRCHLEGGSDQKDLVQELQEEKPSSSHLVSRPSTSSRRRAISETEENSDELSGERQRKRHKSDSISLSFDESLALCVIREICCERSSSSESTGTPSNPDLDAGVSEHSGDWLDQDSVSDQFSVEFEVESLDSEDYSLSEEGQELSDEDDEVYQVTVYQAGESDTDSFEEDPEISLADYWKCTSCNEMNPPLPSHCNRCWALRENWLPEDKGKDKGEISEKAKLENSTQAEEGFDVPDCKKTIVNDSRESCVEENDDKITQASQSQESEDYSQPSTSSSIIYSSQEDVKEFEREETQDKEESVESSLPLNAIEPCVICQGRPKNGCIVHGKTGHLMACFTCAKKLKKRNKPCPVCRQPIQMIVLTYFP
#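 Assay system: stable mammalian line carrying autodegrading MDM2–luciferase fusion reporter; Input: 2000 cells in each well; Compound dosing: single-point 5 µM; Schedule: 2 h compound exposure at 37 °C; Signal: SteadyLite luciferase luminescence after 15 min room-temperature reagent incubation; Evaluation: % luminescence enhancement versus blank-corrected plate control mean; Benchmarks: plate controls and plate blanks.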
# L929 necroptosis – L929 zVAD cell death inhibition | AID 1377 | L929 zVAD necroptosis rescue, ATP luminescence, 24 h; with zVAD 60 µM | 220,000 compounds, 0.38% hits | viability rescue, % at 10 µM;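 active = activation, scaled between plate controls, above about 75%, limit read from the data; inactive = activation under that limit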;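 also: 0% = zVAD with DMSO and 100% = DMSO alone without zVAD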
# 14-3-3 Bad PPI – disrupts binding of bovine 14-3-3 zeta to phospho-Bad peptide | P63103 | TR-FRET 14-3-3zeta/Dy647-pBad peptide displacement, 1 h | inhibition, % at 21.7 µM | 220,000 compounds, 0.71% hits | AID 781;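 active = inhibition above about 70%, limit read from the data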;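 also: 0% = full 14-3-3 plus peptide FRET controls and 100% = background without 14-3-3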
# NCF1 inh – p47phox (human) inhibition; P14598; p47phox/p22phox peptide binding, fluorescence polarization, 2 h; inhibition, % at 24.7 µM; 220,000 compounds, 0.53% hits; AID 1274;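 active = inhibition above about 30%, limit read from the data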;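 also: 0% = p47phox with labelled peptide and 100% = labelled peptide alone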
# * marks the source's active call; other numbers are inactive results; · = no result given; [ ] = another dose, or the depositor's remark.
SMILES,Runt-SMMHC FRET,Tb hexokinase,Hck-Nef inh,EBV gp42 block,Runt-CBFb FRET,MDM2 E3 inh,L929 necroptosis,14-3-3 Bad PPI,NCF1 inh
NNC(=O)c1cccc(COc2cccc(Br)c2)c1,-6,-3,2,-12,-2,-9,0.7,-3,5
COc1cccc(OC)c1C(=O)NC(C)C12CC3CC(CC(C3)C1)C2 (stereo not given),-2,-6,0,-6,3,-10,1.9,10,4
C=CCNCCOc1cccc(Br)c1,0,17,4,-6,0,-4,1.8,-17,-9
CCOc1ccc(NC(=O)CN2C(=O)C3CC=CCC3C2=O)cc1 (stereo not given),-5,-1,7,-19,0,-12,0.9,5,-6
CCOC(=O)c1cc(-c2ccc(Cl)cc2)nc2c1c(C)nn2CCC#N,-6,-12,0,-7,-7,-17,-0.2,-5[fluorescence artefact?],-5
CCc1nnc(NC(=O)c2ccc(S(=O)(=O)N3CCCCC3C)cc2)s1 (stereo not given),3,-12,0,11,2,-12,0.0,10[fluorescence artefact?],-9
CC(O)CNCc1ccccc1C(F)(F)F (stereo not given),-2,-10,7,-2,-1,-3,0.0,0,·
CCOC(=O)N1CCN(c2cc(NCCO)c([N+](=O)[O-])c3nonc23)CC1,-17,-10,14,-13,-5,-8,0.6,-9,-1
CC(C)(C)c1nnc2sc(SCC(=O)c3ccc4c(c3)OCCO4)nn2c1=O,-5,-4,21,-12,-1,-12,-0.2,-13,-19
CCCc1nnc(NC(=O)CN2C(=O)c3ccccc3S2(=O)=O)s1,4,4,0,-9,14,3,-0.1,3,5
COC(=O)C1=C(C)N=C2SCCC(=O)N2C1c1ccc(OC(=O)c2ccco2)cc1 (stereo not given),-8,-23,7,-5,0,-8,-1.1,3,-4
COc1ccc(-c2ccccc2)cc1NCc1ccc(OC)c(OC)c1,2,-9,9,-3,-7,-11,0.1,3,-10
CN(C)S(=O)(=O)c1ccc(NCC2COc3ccccc3O2)c([N+](=O)[O-])c1 (stereo not given),2,3,0,-20,0,-4,2.8,0,-36
NC(=O)c1ccc(Nc2nnc(-c3ccc(O)cc3)c3ccccc23)cc1,0,-21,26,11,-2,-20,22,25,-11
CCOC(=O)c1cnc2c(c(C)nn2C)c1Oc1ccc(OC)cc1,-3,-9,9,-13,-4,-11,-0.1,0,-1
COc1ccc(N2C(=O)CC(N3CCN(c4nc5ccccc5s4)CC3)C2=O)cc1 (stereo not given),-6,-6,1,-20,-3,4,0.0,15[fluorescence artefact?],1
Cc1nnc(SCC(=O)NCc2ccccc2)s1,3,-2,1,4,0,-19,-0.1,-5,5
O=C1C2C(c3ccccc3)CC=CC2[C@H](c2ccc3ccccc3c2)N1Cc1ccccc1 (stereo not given in full),-5,3,21,-1,2,1,3.7,-3,-11
O=C(CC(Nc1ccc(F)cc1)C(=O)O)c1ccccc1 (stereo not given),14,-7,1,-6,13,-49,-0.3,-7,-10
O=C(CSc1nc2ccccc2o1)N/N=C/c1ccccc1,1,27,5,5,0,1,0.4,-25,0
C/C(CC(=O)NCc1ccccc1)=N\NC(=O)c1cnccn1,1,1,1,-7,0,-14,0.1,9[fluorescence artefact?],-2
CCS(=O)(=O)n1nc(NCc2cccc(OC)c2)nc1NCc1cccc(OC)c1,1,3,0,-12,-2,-8,-0.1,1,-13
COc1ccc(C(=O)NC(=S)N(Cc2ccccc2)Cc2ccccc2)cc1,3,44,2,-13,-1,-11,-0.2,-1,-10
Cc1cc(/C=N/n2cnnc2)c(C)n1-c1ccc(C(=O)O)cc1,0,-9,4,-10,-2,1,0.2,-2,-5
O=C(CN1CCOCC1)N(c1ccccc1)c1ccc2ccccc2c1,0,3,0,-13,2,-14,0.0,2,-11
Cc1ccccc1C(=O)Nn1c(C)ccc1C,1,-1,22,-8,-1,2,0.0,-19,-3
O=C(Cc1ccc(-n2cnnn2)cc1)NC12CC3CC(CC(C3)C1)C2,3,3,3,-17,0,-11,86*,6,-20
CCOCCCNC(=O)C(NC(=O)c1ccc2c(c1)OCO2)c1ccccc1 (stereo not given),2,-6,-19,-15,2,-3,-0.6,0,-2
C=CCNC(=S)Nc1cc(Cl)ccc1OC,-4,-2,4,-13,-2,10,0.0,-15,-6
Cn1nnc2sc3c(c2c1=O)CCCC3,10,-15,0,2,5,-9,-0.4,36,-12

# Ordered by molecular weight (lowest first): some entries from above
SMILES,Runt-SMMHC FRET,Tb hexokinase,Hck-Nef inh,EBV gp42 block,Runt-CBFb FRET,MDM2 E3 inh,L929 necroptosis,14-3-3 Bad PPI,NCF1 inh
Cc1cc(/C=N/n2cnnc2)c(C)n1-c1ccc(C(=O)O)cc1,0,-9,4,-10,-2,1,0.2,-2,-5
CCOCCCNC(=O)C(NC(=O)c1ccc2c(c1)OCO2)c1ccccc1 (stereo not given),2,-6,-19,-15,2,-3,-0.6,0,-2
COc1ccc(C(=O)NC(=S)N(Cc2ccccc2)Cc2ccccc2)cc1,3,44,2,-13,-1,-11,-0.2,-1,-10

# Later entries:
SMILES,Runt-SMMHC FRET,Tb hexokinase,Hck-Nef inh,EBV gp42 block,Runt-CBFb FRET,MDM2 E3 inh,L929 necroptosis,14-3-3 Bad PPI,NCF1 inh
CC1=CC2=NC(=O)CC(C)(C(=O)N(CC(=O)NC(C)(C)C)C3CCCC3)N2C=C1 (stereo not given),2,-11,-5,-19,-1,-3,0.2,17,-12
CC(=O)c1c(C)[nH]c(C(=O)CSc2nnc(-c3ccc(Cl)cc3)n2CC2CCCO2)c1C (stereo not given),2,-20,8,0,-1,-5,0.6,3,-6
Cc1nc(NC(=O)CSc2nnnn2Cc2ccccc2)sc1C,0,2,-1,-11,-1,0,0.0,-9,2
O=C(Cn1c(C(F)(F)F)nc2ccccc21)N=Nc1c(O)[nH]c2ccc(Br)cc12,-5,-3,22,-3,-2,3,0.3,1,18
Cc1ccc(S(=O)(=O)Oc2ccc(/C=C(/NC(=O)c3ccccc3)C(=O)NC(C)C(=O)O)cc2)cc1 (stereo not given),4,-2,-69,-6,6,-10,0.4,-10,7
CCc1nc(SCC(=O)NCc2ccc(F)cc2)c2c(=O)n(C)c(=O)n(C)c2n1,2,-1,2,-6,1,-13,0.3,14,0
COCCNC(=O)c1cc(OC)c(OC)cc1[N+](=O)[O-],-1,-4,2,-4,-2,-12,0.3,-2,-3
Cc1ccc2cccc(SCC(=O)NCc3ccco3)c2n1,2,-2,-3,-15,-1,-5,3.1,3,-9
O=C(Nc1nc2ccccc2[nH]1)c1ccc(Cl)c(S(=O)(=O)N2CCCC2)c1,3,-15,-1,-1,3,-4,1.6,-4,-5
CCOc1ccc(-n2c(O)cc(=O)[nH]c2=O)cc1,0,-4,9,-6,-2,-16,-0.5,0,1
COC(=O)c1sccc1-c1ccc(/C=N/OC(=O)c2ccccc2)o1,1,-14,-4,4,-1,-2,-0.2,6,-18
COc1ccc(/C=C/C(=O)NCCCc2ccccc2)cc1,-1,3,7,-7,-2,9,-0.2,8[fluorescence artefact?],-6
Cc1nn(-c2ccccc2)c(=O)c2ccccc12,-3,3,32,4,2,-6,-0.1,-1,3
CCOC(=O)Cc1cc(-c2ccc(O)cc2)nc2ccc3ccccc3c12,-2,-5,-1,4,-4,-43,-0.1,-7,-13
CC(C)(C)c1ccc(OCC(=O)NNC(=O)C2CCCO2)cc1 (stereo not given),·,4,13,-10,·,-2,1.0,-7,0
CCOC(=O)c1cnc(SC2CC(=O)N(c3ccc(OC)c(OC)c3)C2=O)nc1N (stereo not given),5,6,-7,-16,8,1,0.0,-8,-10
CCCNCc1cc(OC)c(OCC(=O)NCCc2ccccc2)cc1Br,4,13,2,0,0,5,0.9,5,-2
Cc1ccc(C(C)C)c(OCC(=O)NNC(=O)C(C(C)C)N2C(=O)c3ccccc3C2=O)c1 (stereo not given),0,30,0,6,-2,9,1.3,-11,-12
O=C(CNC(=O)c1ccc(Br)o1)Nc1cccc(-c2cnc3ccccc3n2)c1,-4,-3,4,-28,1,-14,11,-2,-9
CC1=NNC(=O)C1CC(=O)N/N=C/c1sccc1C (stereo not given),-4,-31,5,-12,2,-2,1.7,-1,-9
O=C(Nc1sc2c(c1CN1CCOCC1)CCC2)c1ccc(F)cc1,0,-6,7,-22,-1,-4,0.2,-23[fluorescence artefact?],-6
O=C(N/N=C/c1cn(-c2ccccc2)nc1-c1cc2ccccc2o1)c1cccnc1,-2,2,2,-25,-6,-5,2.2,-21,-21
Cc1cc(C)n(CCCNC(=O)c2ccc(S(=O)(=O)NCc3ccco3)cc2)n1,0,-2,1,-3,0,5,-0.2,-12,-17
O=C(Cc1ccccc1)Nn1c(-c2ccccc2F)nc2ccccc2c1=O,3,-4,27,9,-1,7,0.9,-13,-5
CCOC(=O)c1ccc(NC(=O)CSc2nnc(COc3ccccc3OC)n2C)cc1,-1,-8,1,-9,1,-15,0.2,2,-8

# 12 structures already listed, sorted by number of heavy atoms, rising.
SMILES,Runt-SMMHC FRET,Tb hexokinase,Hck-Nef inh,EBV gp42 block,Runt-CBFb FRET,MDM2 E3 inh,L929 necroptosis,14-3-3 Bad PPI,NCF1 inh
Cc1nn(-c2ccccc2)c(=O)c2ccccc12,-3,3,32,4,2,-6,-0.1,-1,3
CC1=NNC(=O)C1CC(=O)N/N=C/c1sccc1C (stereo not given),-4,-31,5,-12,2,-2,1.7,-1,-9
COc1ccc(/C=C/C(=O)NCCCc2ccccc2)cc1,-1,3,7,-7,-2,9,-0.2,8[fluorescence artefact?],-6
CC(C)(C)c1ccc(OCC(=O)NNC(=O)C2CCCO2)cc1 (stereo not given),·,4,13,-10,·,-2,1.0,-7,0
O=C(Nc1sc2c(c1CN1CCOCC1)CCC2)c1ccc(F)cc1,0,-6,7,-22,-1,-4,0.2,-23[fluorescence artefact?],-6
CCCNCc1cc(OC)c(OCC(=O)NCCc2ccccc2)cc1Br,4,13,2,0,0,5,0.9,5,-2
O=C(Cc1ccccc1)Nn1c(-c2ccccc2F)nc2ccccc2c1=O,3,-4,27,9,-1,7,0.9,-13,-5
Cc1cc(C)n(CCCNC(=O)c2ccc(S(=O)(=O)NCc3ccco3)cc2)n1,0,-2,1,-3,0,5,-0.2,-12,-17
CCOC(=O)c1cnc(SC2CC(=O)N(c3ccc(OC)c(OC)c3)C2=O)nc1N (stereo not given),5,6,-7,-16,8,1,0.0,-8,-10
O=C(N/N=C/c1cn(-c2ccccc2)nc1-c1cc2ccccc2o1)c1cccnc1,-2,2,2,-25,-6,-5,2.2,-21,-21
CCOC(=O)c1ccc(NC(=O)CSc2nnc(COc3ccccc3OC)n2C)cc1,-1,-8,1,-9,1,-15,0.2,2,-8
Cc1ccc(C(C)C)c(OCC(=O)NNC(=O)C(C(C)C)N2C(=O)c3ccccc3C2=O)c1 (stereo not given),0,30,0,6,-2,9,1.3,-11,-12
